Bioassay records from PubChem.
RPL19A TOR yeast: RPL19A-GFP expression modulators in yeast, primary screen, cell-based, S. cerevisiae, multiplex flow cytometry, MLPCN; percent response vs DMSO, % at 10 µM; actives 0.3% (n = 330,000); AID 2025, 2009; S. cerevisiae RPL19A-GFP strain, 3 h; hits give low values;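 active = percent response vs DMSO below 50%; inconclusive = fewer than 70 events counted for the yeast strain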;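 note: median channel GFP fluorescence of the barcoded RPL19A-GFP strain; ratio of sample median GFP to plate DMSO average so 100% = DMSO; lower means less RPL19A-GFP as with rapamycin TOR inhibition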
LAP4-GFP MLPCN: modulators of LAP4-GFP expression in yeast, primary screen, S. cerevisiae, multiplex flow cytometry, MLPCN library; 3 h; median GFP as percent of DMSO wells; GFP response vs DMSO, % at 10 µM; actives 0.34% (n = 320,000); AID 2023, 2009;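 active = GFP response vs DMSO above a set limit, about the screen mean plus 3 SD, cut at about 150% in these data; inconclusive = under 70 cell events counted for the yeast strain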
CR mimetic SO: reduction of superoxide in aged yeast, primary screen, HTS; S. cerevisiae aged cells, superoxide DHE fluorescence; hits give low values; superoxide response (% of plate mean), % at 10 µM; actives 0.18% (n = 330,000); AID 2690, 2010;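 active = superoxide response under a set limit, about three screen SD below normal, cut at about 65% in these data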;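 note: yeast aged for seven days with compound at 30 °C before DHE staining; 100% = average MFI of all compound-treated wells on the plate with controls excluded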
MEP2-GFP yeast: modulators of MEP2-GFP levels in yeast, primary screen, S. cerevisiae, multiplex flow cytometry, MLPCN library. GFP response vs DMSO, % at 10 µM. actives 0.51% (n = 330,000). S. cerevisiae MEP2-GFP strain, 3 h; 100% = DMSO control level;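 active = GFP response versus DMSO above a set limit, roughly screen mean plus 3 SD, cut at about 180% in these data; inconclusive = fewer than 70 cells counted for a yeast strain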;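 note: median GFP fluorescence of the barcode-gated MEP2-GFP cells per well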
AGP1-GFP MLPCN: modulators of AGP1-GFP expression in yeast TOR pathway, primary screen, cell-based, multiplex flow cytometry, S. cerevisiae, MLPCN library | 3 h; GFP as percent of DMSO wells | GFP response vs DMSO, % at 10 µM | actives 0.02% (n = 320,000);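 active = GFP response relative to DMSO above a set limit, near screen average plus 3 SD, cut at about 150% in these data; inconclusive = fewer than 70 cells counted for the yeast strain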;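 note: median GFP channel fluorescence of the gated AGP1 strain per well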
CIT2-GFP yeast: modulators of CIT2-GFP expression in yeast, primary screen, S. cerevisiae, GFP fusion, multiplex flow cytometry, MLPCN library. S. cerevisiae CIT2-GFP strain, 3 h; 100 means same as DMSO wells. GFP response vs DMSO, % at 10 µM. actives 0.065% (n = 320,000). AID 2029, 2009;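 active = GFP response relative to DMSO above a set limit, near the screen mean plus 3 SD, cut at about 150% in these data; inconclusive = Fewer than 70 cells measured for a yeast strain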;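 note: ratio of well median GFP fluorescence to mean of DMSO wells on the plate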
GRK2 aptamer HTS: compounds blocking aptamer binding on GRK2 – biochemical, human GRK2, bead flow cytometry, HTS, primary screen; Beta-adrenergic receptor kinase 1 (Homo sapiens), P25098; FAM-aptamer displacement from GRK2; inhibition of aptamer binding, % at 10 µM; actives 0.59% (n = 330,000); AID 488847, 2010;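 active = inhibition of aptamer binding above 40%, roughly 3 SD of noise, on plates passing a quality check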;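 note: median bead fluorescence of bound FAM aptamer so fluorescent compounds give negative values; no value below 0 was filed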
VLA-4 inh: inhibition in human VLA-4 binding assay, primary screen, VLA-4 allosteric modulator project, MLPCN library, flow cytometry, VLA-4 expressing cells | inhibition, % (about 7 µM as worked out from the volumes in the protocol) | ligand binding flow cytometry | AID 2557, 2010 | actives 0.2% (n = 330,000) | Integrin alpha-4 (Homo sapiens), P13612; in the data active = inhibition above about 50%
Target sequence (P13612 whole entry, looked up): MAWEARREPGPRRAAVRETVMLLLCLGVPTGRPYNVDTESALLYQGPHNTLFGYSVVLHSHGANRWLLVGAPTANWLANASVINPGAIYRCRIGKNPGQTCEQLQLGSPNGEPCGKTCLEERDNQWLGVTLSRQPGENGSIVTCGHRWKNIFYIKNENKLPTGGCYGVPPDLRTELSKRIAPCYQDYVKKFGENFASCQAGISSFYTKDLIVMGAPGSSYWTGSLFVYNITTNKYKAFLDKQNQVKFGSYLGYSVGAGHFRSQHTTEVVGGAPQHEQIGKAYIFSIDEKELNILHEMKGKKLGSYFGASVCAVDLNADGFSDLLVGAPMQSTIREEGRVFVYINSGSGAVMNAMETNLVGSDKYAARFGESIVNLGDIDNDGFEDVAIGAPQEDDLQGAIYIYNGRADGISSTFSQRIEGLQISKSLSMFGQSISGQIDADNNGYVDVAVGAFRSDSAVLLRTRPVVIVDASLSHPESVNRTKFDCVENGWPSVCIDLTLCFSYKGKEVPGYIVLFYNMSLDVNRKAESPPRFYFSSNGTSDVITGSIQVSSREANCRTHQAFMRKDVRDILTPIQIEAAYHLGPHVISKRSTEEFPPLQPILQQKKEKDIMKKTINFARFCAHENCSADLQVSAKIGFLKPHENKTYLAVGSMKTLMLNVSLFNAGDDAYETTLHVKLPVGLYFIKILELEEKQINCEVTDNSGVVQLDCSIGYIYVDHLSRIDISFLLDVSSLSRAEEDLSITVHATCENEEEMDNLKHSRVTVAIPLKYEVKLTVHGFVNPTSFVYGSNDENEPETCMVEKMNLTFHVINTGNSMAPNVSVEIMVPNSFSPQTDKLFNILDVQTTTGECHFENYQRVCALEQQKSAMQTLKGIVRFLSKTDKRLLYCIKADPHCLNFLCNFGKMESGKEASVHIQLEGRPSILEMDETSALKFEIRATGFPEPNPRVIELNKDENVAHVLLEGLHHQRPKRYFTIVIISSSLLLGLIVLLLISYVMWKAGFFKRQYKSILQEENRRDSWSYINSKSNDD
* = called active by the depositor; i = inactive; ? = inconclusive; . = not tested or not shown; [ ] = another dose, or the depositor's remark.

Screens by letter – A = RPL19A TOR yeast; B = LAP4-GFP MLPCN; C = CR mimetic SO; D = MEP2-GFP yeast; E = AGP1-GFP MLPCN; F = CIT2-GFP yeast; G = GRK2 aptamer HTS; H = VLA-4 inh
[1] CC(C)(C)C1CCC(=NNC(=O)C2COc3ccccc3O2)CC1 (stereo not drawn)
  A: 108	B: 116	C: 94	D: 108	E: 112	F: 97	G: 0	H: -1
[2] CCOC(=O)CCCc1ccc(/C(C)=N/NC(=S)NC)cc1
  A: 100	B: 130	C: 100	D: 107	E: 106	F: 93	G: 0	H: 17
[3] O=C(Cc1ccc(Cl)cc1)N1CCc2ccccc2C1
  A: 101	B: 118	C: 82	D: 94	E: 120	F: 112	G: 0	H: 17
[4] N#C/C(=C\c1ccc(O)c(O)c1)C(=O)Nc1cccc2ncccc12
  A: 99[may fluoresce violet]	B: 95[may fluoresce violet]	C: 88	D: 121[may fluoresce violet]	E: 26[may fluoresce violet]	F: ?	G: 6	H: -4
[5] O=C(COCc1nc2ccccc2c(=O)[nH]1)NCC1CCCCC1
  A: 103	B: 97	C: 114	D: 105	E: 102	F: 102	G: 4	H: 28
[6] CS(=O)(=O)Oc1ccc2c(c1)O/C(=C\c1cccnc1)C2=O
  A: 91	B: 104	C: 109	D: 94	E: 104	F: 98	G: 2	H: 2
[7] CCCCNC1=CC(=O)C(=O)c2ccccc21
  A: 94	B: 96	C: 157	D: 102	E: 97	F: 99	G: 0	H: 9
[8] Cc1cc(-c2nn(-c3ccccc3F)cc2CN(C)CC(O)CO)c(C)s1 (stereo not drawn)
  A: 95	B: 113	C: 110	D: 99	E: 105	F: 107	G: 0	H: 6
[9] COc1ccc(S(=O)(=O)n2cccc2)cc1
  A: 90	B: 98	C: 102	D: 89	E: 87	F: 83	G: 0	H: 10
[10] COC(=O)C1=C(C)NC2=C(C(=O)CC(C)(C)C2)C1c1ccsc1 (stereo not drawn)
  A: 100	B: 93	C: 101	D: 98	E: 101	F: 105	G: 0	H: 0
[11] COc1ccccc1CN1CCC(CNS(=O)(=O)c2cc(-c3onc(C)c3C)ccc2OC)CC1
  A: 103	B: 95	C: 112	D: 98	E: 99	F: 98	G: 0	H: 13
[12] Nc1nnc(SCC(=O)Nc2cccc3ccccc23)s1
  A: 105	B: 97	C: 105	D: 106	E: 100	F: 108	G: 0	H: -5
[13] NC(=O)c1ccccc1NC(=O)c1ccccc1S(=O)(=O)c1ccccc1[N+](=O)[O-]
  A: 108	B: 110	C: 100	D: 112	E: 109	F: 94	G: 1	H: -5
[14] Cc1ccc(OC(=O)CCC(=O)NC(C)c2ccccc2)cc1 (stereo not drawn)
  A: 102	B: 90	C: 95	D: 94	E: 94	F: 92	G: 0	H: 8
[15] CC1=C(C(=O)OCc2ccccc2)C(c2ccc(Cl)cc2Cl)NC(=O)N1CCCCCC(=O)O (stereo not drawn)
  A: 95	B: 143	C: 105	D: 94	E: 81	F: 72	G: 2	H: 1
[16] COc1cc(OC)cc(C(=O)N2CCN(c3ccc(N4CCOCC4)nn3)CC2)c1
  A: 106	B: 108	C: 97	D: 112	E: 109	F: 107	G: 0	H: 41
[17] CCCCCCCCCCCC(=O)NC(C(=O)OCC)C(O)c1cccc([N+](=O)[O-])c1 (stereo not drawn)
  A: 100	B: 92	C: 94	D: 92	E: 97	F: 94	G: 0	H: 10
[18] CNC(=O)CCCCCNS(=O)(=O)c1ccc(C)cc1
  A: 93	B: 86	C: 100	D: 89	E: .	F: 93	G: 4	H: 9
[19] O=C(NN1C(=O)C2C3C=CC(C4CC34)C2C1=O)c1ccc(Cl)cc1 (stereo not drawn)
  A: .	B: 97	C: 110	D: 104	E: 101	F: 98	G: 0	H: 1
[20] CCOc1ccccc1CNC(=O)c1ccc(Sc2ccc(Cl)cc2)c(NC(C)=O)c1
  A: 102	B: 102	C: 115	D: 105	E: 99	F: 103	G: 0	H: -3
[21] COc1cccc(/C=N/Nc2nc(Nc3ccccc3)nc(-n3nc(C)cc3C)n2)c1O
  A: 98	B: 107	C: 107	D: 105	E: 102	F: 94	G: 0	H: -9
[22] O=C(COC(=O)/C=C/c1cccs1)NC(c1ccccc1)c1ccccc1
  A: 93	B: 92	C: 110	D: 110	E: 95	F: 89	G: 0	H: 11
[23] C/C(=N\NC(=O)C(=O)Nc1cc(Cl)ccc1Cl)c1ccncc1
  A: 93[may fluoresce violet]	B: 93[may fluoresce violet]	C: 110	D: 129[may fluoresce violet]	E: 15[may fluoresce violet]	F: ?	G: 0	H: 0
[24] COC(=O)n1c(=O)oc2cc(S(=O)(=O)N3CCCCC3)ccc21
  A: 100	B: 103	C: 100	D: 99	E: 93	F: 96	G: 0	H: .
[25] CSc1ccccc1C(=O)C1CCCN(C(=O)CCN2CCCO2)C1 (stereo not drawn)
  A: 98	B: 97	C: 92	D: 96	E: 100	F: 97	G: 2	H: -1

In a second layout: entries from further up.
No. | SMILES | RPL19A TOR yeast | LAP4-GFP MLPCN | CR mimetic SO | MEP2-GFP yeast | AGP1-GFP MLPCN | CIT2-GFP yeast | GRK2 aptamer HTS | VLA-4 inh
1 | CC(C)(C)C1CCC(=NNC(=O)C2COc3ccccc3O2)CC1 (stereo not drawn) | 108 | 116 | 94 | 108 | 112 | 97 | 0 | -1
2 | CCOC(=O)CCCc1ccc(/C(C)=N/NC(=S)NC)cc1 | 100 | 130 | 100 | 107 | 106 | 93 | 0 | 17
3 | O=C(Cc1ccc(Cl)cc1)N1CCc2ccccc2C1 | 101 | 118 | 82 | 94 | 120 | 112 | 0 | 17
4 | N#C/C(=C\c1ccc(O)c(O)c1)C(=O)Nc1cccc2ncccc12 | 99[may fluoresce violet] | 95[may fluoresce violet] | 88 | 121[may fluoresce violet] | 26[may fluoresce violet] | ? | 6 | -4
5 | O=C(COCc1nc2ccccc2c(=O)[nH]1)NCC1CCCCC1 | 103 | 97 | 114 | 105 | 102 | 102 | 4 | 28
6 | CS(=O)(=O)Oc1ccc2c(c1)O/C(=C\c1cccnc1)C2=O | 91 | 104 | 109 | 94 | 104 | 98 | 2 | 2
7 | CCCCNC1=CC(=O)C(=O)c2ccccc21 | 94 | 96 | 157 | 102 | 97 | 99 | 0 | 9
8 | Cc1cc(-c2nn(-c3ccccc3F)cc2CN(C)CC(O)CO)c(C)s1 (stereo not drawn) | 95 | 113 | 110 | 99 | 105 | 107 | 0 | 6
9 | COc1ccc(S(=O)(=O)n2cccc2)cc1 | 90 | 98 | 102 | 89 | 87 | 83 | 0 | 10
10 | COC(=O)C1=C(C)NC2=C(C(=O)CC(C)(C)C2)C1c1ccsc1 (stereo not drawn) | 100 | 93 | 101 | 98 | 101 | 105 | 0 | 0
11 | COc1ccccc1CN1CCC(CNS(=O)(=O)c2cc(-c3onc(C)c3C)ccc2OC)CC1 | 103 | 95 | 112 | 98 | 99 | 98 | 0 | 13
12 | Nc1nnc(SCC(=O)Nc2cccc3ccccc23)s1 | 105 | 97 | 105 | 106 | 100 | 108 | 0 | -5
13 | NC(=O)c1ccccc1NC(=O)c1ccccc1S(=O)(=O)c1ccccc1[N+](=O)[O-] | 108 | 110 | 100 | 112 | 109 | 94 | 1 | -5

(more compounds)
Every second line gives: RPL19A TOR yeast	LAP4-GFP MLPCN	CR mimetic SO	MEP2-GFP yeast	AGP1-GFP MLPCN	CIT2-GFP yeast	GRK2 aptamer HTS	VLA-4 inh
26	CCN(CC)C(=O)/C(NC(=O)c1ccccc1)=C(/Sc1ncccn1)c1ccccc1
 : 109	107	92	103	103	104	3	10
27	COc1ccc(C(=O)NOCc2ccccc2)cc1
 : 101	91	90	97	100	97	0	34
28	CCN(CC)CC#CCC(O)(c1ccccc1)c1ccccc1
 : 96	102	93	101	92	94	3	16
29	C#CCNC(=O)C1=C[C@@H](C2CC2)C[C@@H](OCc2ccc(CO)cc2)O1
 : 99	130	102	87	91	117	0	38
30	COc1cccc(OC)c1OC(=O)C1CC(=O)N(c2ccc3c(c2)OCCO3)C1 (stereo not drawn)
 : 95	99	108	98	98	95	2	6
31	Nc1nccnc1C(=O)OCC(=O)NCCc1ccc(Cl)cc1
 : 92	98	105	96	95	95	0	8
32	CCC(c1nnc(SCC(=O)Nc2ccc(N3CCOCC3)cc2)n1Cc1ccccc1)N(C)C (stereo not drawn)
 : 98	98	96	105	98	91	1	9
33	CCOc1ccc(CNCCCSc2ncccn2)cc1OC
 : 100	96	103	96	103	103	0	14
34	CCOC(=O)N1CCN(C(=O)c2ccccc2N(C)S(C)(=O)=O)CC1
 : 92	93	92	103	72	108	0	12
35	CN(c1ccc(C(=O)O)cc1)S(=O)(=O)c1ccccc1
 : 94	130	102	101	100	103	1	7
36	COc1ccc(C(=O)NCCNC(=O)c2cnccn2)cc1OC
 : 109	90	97	103	102	116	4	-5
37	O=C(c1ccc([N+](=O)[O-])cc1)N1CCSC1c1ccc(Cl)cc1 (stereo not drawn)
 : 108	112	92	112	112	106	0	-1
38	Cc1cccc(C)c1OCCCN1CCCC1
 : 98	90	89	94	112	98	0	24
39	CC(=O)Nc1ccc(N/C=C/C(=O)c2ccc(Br)cc2)cc1
 : 102	101	108	118	95	97	0	-1
40	Cc1ccnc(NC(=S)N2CCN(c3cccc(C(F)(F)F)c3)CC2)c1
 : 104	104	85	110	98	106	0	3
41	COCC(=O)N(C)c1nnc(-c2ccccn2)s1
 : 96	96	91	97	95	88	1	1
42	Cc1ccc(-n2nc3ccc(NC(=S)NC(=O)/C=C/c4ccco4)cc3n2)cc1
 : 101	97	116	101	100	100	1	11
43	CC1CN(C(=S)SCC(=O)c2ccccc2)CC(C)O1 (stereo not drawn)
 : 101	109	82	101	109	103	2	7
44	CC(C)(C)C(=O)Nc1cc(S(=O)(=O)Nc2ccc(Cl)cc2)ccc1O
 : 90	90	103	83	83	90	2	2
45	N#Cc1ccc(-c2ccc(OCC(=O)NCC(=O)Nc3ccc(F)c(F)c3F)cc2)cc1
 : 100	99	105	102	99	101	18	-1
46	CC(=O)Nc1sc2c(c1C#N)CCN(Cc1ccccc1)C2
 : 95	103	93	94	100	110	1	-22
47	Cc1ccc2nc(SC(C)C(=O)NCc3ccco3)[nH]c2c1 (stereo not drawn)
 : 103	111	103	109	103	111	2	-1
48	Cn1nc(C(=O)OCC(=O)Nc2ccc(SC(F)F)cc2)c2ccccc2c1=O
 : 93	95	121	93	91	76	2	-4
49	O=c1cc(Cl)c(-c2ccccc2)nn1Cc1ccc(Cl)cc1
 : 104	99	101	105	101	97	0	2
50	CC1=Nc2ccccc2/C1=C\c1nc(-c2ccc(C(F)(F)F)cc2)oc1O
 : 109	121	101	120	111	115	0	i
51	CS(=O)(=O)N1CCC(C(=O)Nc2cccc(Br)c2)CC1
 : 103	96	99	102	101	99	11	2
52	CCN1CCC(N2CCN(c3ccc(Cl)cc3)CC2)CC1
 : 104	98	104	114	103	107	0	11
53	CCc1ccc(-n2nc3cc(C)c(N)cc3n2)cc1
 : 101[may fluoresce violet]	92[may fluoresce violet]	96	111[may fluoresce violet]	25[may fluoresce violet]	?	0	-15
54	Cc1c(F)cccc1NC(=O)CSCC(=O)Nc1ccccc1
 : 109	104	104	107	109	105	0	24
55	COc1cc(/C=N/NC(=O)CCC(=O)NC2CCCCC2)ccc1C
 : 100	101	122	96	100	99	2	48

Rows are unselected; any-hit rate near 1.7%.
